HT1080 IDH1KD tx: qHTS for induction of synthetic lethality in tumor cells producing 2HG: qHTS for the HT-1080-IDH1KD cell line; HT-1080 IDH1 knockdown viability, ATP luminescence, 48 h; Potency, µM (doses to about 46.1 µM), for the others: at the highest dose activity, negative = toxicity, actives largely listed as cytotoxic; AID 686971, 2013; 360,000 compounds, 2% hits;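 further: potency means the concentration at half of the fitted maximal effect; 0% = DMSO wells and -100% = cell-free medium wells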
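Knockdown cells (IDH1KD HT-1080) received compounds 2 h after plating at 750 cells/well and were kept 48 h at 37 °C in 5% FBS RPMI. A CellTiter-Glo luminescence read gave % activity for curve fitting.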
HT1080-NT tox: qHTS for induction of synthetic lethality in tumor cells producing 2HG: qHTS for the HT-1080-NT fibrosarcoma cell line | AID 686970, 2013 | Potency, µM (titrated, usually from 46.1 µM), without a hit: at the highest dose activity, negative = less viability, hits mostly cytotoxic | HT-1080-NT fibrosarcoma viability, CellTiter-Glo ATP luminescence, 48 h | 360,000 compounds, 1.6% hits;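 further: NT is the 2HG producing partner of a matched IDH1 knockdown line; potency means the concentration at half of the fitted maximal effect; 0% = DMSO-treated cells and -100% = media-only wells without cells; nearly all actives have a fitted effect of over 55% in size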
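Fibrosarcoma NT cells, 750 per well in 5% FBS RPMI, were exposed to compound for 48 hours. Viability: CellTiter-Glo luminescence.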
MCF10A rerep: A quantitative high throughput screen for small molecules that induce DNA re-replication in MCF 10a normal breast cells | Potency, µM (top dose mostly 46.1 µM), inactives show at the top dose activity, positive = re-replication, hits mostly activators | 350,000 compounds, 2.9% hits | MCF 10A DNA re-replication, Hoechst nuclear intensity, 48 h; further: potency means the concentration at half of the fitted maximal effect; % of control where 0% means no effect; nearly all actives have a fitted effect of over 50% in size
SW480 rereplic: A quantitative high throughput screen for small molecules that induce DNA re-replication in SW480 colon adenocarcinoma cells. 340,000 compounds, 1.8% hits. AID 624297, 2012. Potency, µM (highest dose often 46.1 µM), for the others: at the top dose re-replication activation, hits mostly activators. SW480 DNA re-replication, Hoechst DNA content imaging, 48 h; further: potency means the concentration at half of the fitted maximal effect; % of control where 0% means no effect; nearly all actives have a fitted effect of over 55% in size
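Cells (250 per well) received 23 nL compound or DMSO by pin tool and were kept 48 hr at 37 C, 5% CO2. Nuclei were then stained with Hoechst for 40 min and scanned for DNA content.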
KB-3-1 cytotox: qHTS assay for MDR1-selective chemotherapeutics: Primary screen using the parental adenocarcinoma cell KB-3-1. KB-3-1 viability, CellTiter-Glo ATP luminescence, 72 h. Potency, µM (highest dose often 46.1 µM), inactives show top-dose activity change, negative = cytotoxic, usual class: cytotoxic. 400,000 compounds, 1.4% hits; further: potency means the concentration at half of the fitted maximal effect; on the % scale 0 is the no-effect control and ±100 the full control effect; nearly all actives have a fitted effect of over 60% in size
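KB-3-1 cells, DMEM (no phenol red) + 10% FBS; compound by pin transfer, 72 h, 37 °C. Readout: CellTiter-Glo luminescence after 10 min. Data normalized, curve-fitted.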
IL1B secr inh: qHTS for Inhibitors of Inflammasome Signaling: IL-1-beta AlphaLISA Primary Screen | THP-1 LPS/ATP IL-1B secretion, AlphaLISA, 16 h; hits give low values | activity change, % at 57.5 µM | 360,000 compounds, 4.7% hits | AID 743279, 2014; in the data active means activity change below about -50%; inconclusive means mostly about -30% to -49%; further: on the % scale 0 is the no-effect control and ±100 the full control effect
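THP-1 cells pretreated 1 hr with compounds (up to 57.5 uM final), then stimulated with LPS (250 ng/mL final) plus ATP (1.25 mM final); secreted IL-1B measured by AlphaLISA after 16 hr, decreased signal indicating inhibition.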
WRN helicase inh: qHTS for Inhibitors of WRN Helicase; AID 651768, 2012; 360,000 compounds, 0.46% hits; WRN helicase unwinding, fluorescent forked duplex, kinetic; Potency, µM (top dose mostly 114 µM), without a hit: at the top dose activity change, negative = inhibition, hits mostly inhibitors; further: potency means the concentration at half of the fitted maximal effect; on the % scale 0 is the no-effect control and ±100 the full control effect; nearly all actives have a fitted effect of over 55% in size
Target sequence (Q14191 whole entry, looked up): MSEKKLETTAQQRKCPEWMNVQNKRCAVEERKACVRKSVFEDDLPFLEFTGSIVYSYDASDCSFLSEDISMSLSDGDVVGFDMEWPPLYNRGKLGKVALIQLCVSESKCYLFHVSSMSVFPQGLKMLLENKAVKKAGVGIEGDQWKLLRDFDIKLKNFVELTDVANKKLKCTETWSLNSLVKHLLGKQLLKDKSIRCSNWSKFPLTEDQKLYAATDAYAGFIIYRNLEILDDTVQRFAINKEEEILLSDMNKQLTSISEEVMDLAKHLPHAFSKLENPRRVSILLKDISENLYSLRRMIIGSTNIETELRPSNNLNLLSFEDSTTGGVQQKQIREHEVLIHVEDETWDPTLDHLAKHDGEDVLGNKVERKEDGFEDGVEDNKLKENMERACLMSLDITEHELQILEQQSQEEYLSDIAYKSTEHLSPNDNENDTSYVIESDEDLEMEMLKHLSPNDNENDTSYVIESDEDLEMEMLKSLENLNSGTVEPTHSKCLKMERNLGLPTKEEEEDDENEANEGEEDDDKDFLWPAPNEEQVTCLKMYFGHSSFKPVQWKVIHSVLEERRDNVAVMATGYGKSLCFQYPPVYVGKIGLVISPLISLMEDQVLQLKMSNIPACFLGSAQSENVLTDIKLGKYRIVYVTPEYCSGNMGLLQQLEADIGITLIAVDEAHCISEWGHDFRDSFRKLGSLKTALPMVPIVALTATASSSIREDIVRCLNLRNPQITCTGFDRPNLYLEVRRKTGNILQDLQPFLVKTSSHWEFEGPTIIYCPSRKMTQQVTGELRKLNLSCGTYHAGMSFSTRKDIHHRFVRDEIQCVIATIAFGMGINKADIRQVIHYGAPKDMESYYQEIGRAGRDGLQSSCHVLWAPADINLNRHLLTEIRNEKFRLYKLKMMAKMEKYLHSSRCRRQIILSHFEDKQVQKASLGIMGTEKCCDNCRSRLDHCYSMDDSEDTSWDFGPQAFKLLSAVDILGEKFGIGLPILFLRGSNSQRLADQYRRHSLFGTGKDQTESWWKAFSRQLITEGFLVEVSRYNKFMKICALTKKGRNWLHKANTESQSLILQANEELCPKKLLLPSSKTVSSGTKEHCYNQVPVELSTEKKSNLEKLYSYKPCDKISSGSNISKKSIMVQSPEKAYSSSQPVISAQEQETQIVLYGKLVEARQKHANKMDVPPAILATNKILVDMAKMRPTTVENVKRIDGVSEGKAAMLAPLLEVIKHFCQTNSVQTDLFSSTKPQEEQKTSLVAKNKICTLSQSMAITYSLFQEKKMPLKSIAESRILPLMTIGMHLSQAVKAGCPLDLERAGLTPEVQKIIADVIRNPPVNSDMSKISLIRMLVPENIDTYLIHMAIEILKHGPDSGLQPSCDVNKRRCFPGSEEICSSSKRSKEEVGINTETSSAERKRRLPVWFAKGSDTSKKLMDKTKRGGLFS
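Enzyme (20 nM final) and test compound sit together 15 min at room temperature before substrate addition. Substrate is a single-forked duplex oligonucleotide (100 nM) labelled with fluorophore and quencher, with 2 mM ATP; helicase unwinding raises red fluorescence, read kinetically.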
KB-V1 cytotox: qHTS assay for MDR1-selective chemotherapeutics: Primary screen using the drug-selected MDR subline cells KB-V1. KB-V1 MDR cells viability, CellTiter-Glo, 72 h. Potency, µM (top dose mostly 46.1 µM), for the others: at the highest dose activity change, negative = cytotoxicity, hits mostly cytotoxic. 400,000 compounds, 3.4% hits. AID 1347076, 2019; further: potency means the concentration at half of the fitted maximal effect; on the % scale 0 is the no-effect control and ±100 the full control effect; nearly all actives have a fitted effect of over 60% in size
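Luminescent ATP read-out (CellTiter-Glo, 10 min) measures survival of drug-selected KB-V1 MDR cells after 72 h, 37 degrees C compound exposure. Medium: phenol-red-free DMEM, 10% FBS. Values from fitted concentration-response curves.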
ATXN2 expr inh: Primary qHTS for Inhibitors of ATXN expression; HEK-293 ATXN2-luciferase reporter, luminescence, 24 h; Potency, µM (top dose mostly 57 µM), for inactives: at the highest dose activity change, negative = inhibition, most hits filed as inhibitors; 360,000 compounds, 0.72% hits; further: potency means the concentration at half of the fitted maximal effect; on the % scale 0 is the no-effect control and ±100 the full control effect; nearly all actives have a fitted effect of over 55% in size
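qHTS (up to 57 uM final) was run with 24 h compound exposure of reporter cells at 37 °C. Each well was multiplexed: SteadyGlo luminescence measured ATXN2-luciferase expression after a fluorogenic Gly-Phe-AFC viability readout (25 uM final).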
* = called active by the depositor; ? = inconclusive; . = no result given; [ ] = another dose, or the depositor's remark. Unless noted, the call rests on the fitted dose curve; in most records, active means well fitted curve in the direction sought with a large enough effect; inconclusive means small, poorly fitted or top-dose-only effect, or another doubt; inactive means no such curve, though single readings can be large; an effect the other way counts as inactive or inconclusive. Rows were taken by chance; 12% or so of the library scored in one or more.

structure	HT1080 IDH1KD tx	HT1080-NT tox	MCF10A rerep	SW480 rereplic	KB-3-1 cytotox	IL1B secr inh	WRN helicase inh	KB-V1 cytotox	ATXN2 expr inh
COc1cc(C(=O)NCCSc2ccc(Cl)cc2)cc(OC)c1OC	0%	-3%	27%	-5%	-5%	-15	-1%	-19%	.
Cc1ccc(C)c(NC(=O)CCC(=O)N/N=C/c2ccc[nH]2)c1	2%	-1%	18%	-13%	3%	-2	-3%	8%	3%
CC(C)CCNC(=O)CN(C)S(=O)(=O)c1cccc2nsnc12	13%	12%	4%	-2%	0%	-6	2%	-3%	14%
O=C(Cc1ccccc1)c1ccc(N2CCOCC2)cc1	10%	10%	7%	-2%	-5%	0	-1%	11%	16%
CCc1ccccc1OCC(=O)Nc1nc(-c2cccnc2)cs1	?	-39%	9%	3%	-3%	123	-14%	?	?
CCC(=O)NCCc1nc2cc(NC(=O)c3ccco3)ccc2n1C	2%	6%	2%	-4%	-3%	5	2%	1%	26%
COc1ccc(C2c3ccc(O)cc3Oc3ncn(CCN4CCOCC4)c(=N)c32)cc1 (centres undefined)	-4%	-11%	1%	15%	-6%	?	-3%	-28%	-18%
Cc1ccc(S(=O)(=O)/N=C(\N)Nc2nc(C)c3cc(C)ccc3n2)cc1	?	-14%	19%	12%	14%	-11	-7%	15µM*	13%
O=C(NCCCN1CCOCC1)c1ccc2nc(Cc3ccccc3F)oc2c1	11%	13%	-2%	1%	0%	0	-14%	16%	28%
Cc1ccc2c(COC(=O)C3CSC4(C)CCC(=O)N34)cc(=O)oc2c1C (centres undefined)	5%	10%	-71%[inhibitor]	4%	.	5	-22%	.	-3%
O=c1c2cc(NC(=S)NC3CCCC3)ccc2nc2n1CCCCC2	1%	-7%	13%	-7%	-7%	-19	-1%	21µM*	-12%
Cc1ccccc1Nc1nc(Cl)nc(NC(C)(C)C)n1	-14%	-2%	.	.	-15%	-24	9%	-26%	.
Cn1c(CN2CCCC2)nc2cc(NC(=O)c3cccs3)ccc21	18%	7%	-1%	-5%	12%	-4	2%	-20%	22%
Cc1ccc(NC(=O)Cn2nc(C(=O)O)c3ccccc3c2=O)cc1S(=O)(=O)N1CCCCCC1	8%	4%	8%	-2%	22%	0	-2%	18%	-8%
COc1ccc(-c2cc(C(=O)NCc3ccco3)c3ccccc3n2)cc1OC	-6%	-8%	?	1%	?	4	3%	?	-12%
CC(CCc1ccccc1)OS(N)(=O)=O (centres undefined)	14%	15%	14%	-10%	7%	14	9%	0%	9%
O=C(NCc1ccco1)c1ccc(Cn2c(=O)c3ccccc3n(Cc3cccc(Cl)c3)c2=O)cc1	-13%	-15%	27%	-4%	2%	32	-10%	-28%	-6%
O=C(Cc1ccc(Br)cc1)Nc1cccc(Cl)c1	-8%	-14%	?	?	20%	-19	-9%	-17%	2%
Cc1ccc(Cl)c2c1NC(=O)C2(O)CC(=O)c1ccc(F)cc1 (centres undefined)	8%	12%	8%	?	12%	12	0%	4%	-7%
O=C(c1ccc([N+](=O)[O-])cc1)N(c1ccccn1)c1ccccn1	23%	15%	-1%	-8%	8%	-12	0%	-3%	-20%
COc1cc(C(=O)NCc2nnc(SCC(=O)Nc3nccs3)o2)cc(OC)c1OC	15%	19%	15%	-37%[inhibitor]	-4%	36	-1%	5%	18%
C#CCCOC(=O)N1C2=NC(C(=O)OC)=C(C(=O)OC)[C@@H]3N(Cc4ccccc4)c4ccccc4[C@]23C[C@H]1C(=O)OC	?	-8%	5%	-17%[9.22 µM]	-2%	-30	-8%	2%	-21%
CCCC(=O)Nc1cc(-c2nn(C)c(=O)c3ccccc23)ccc1N1CCCCC1	7%	23%	22%	-6%	4%	35	2%	-12%	1%
OCC[C@@H]1C[C@H](O)[C@@H](O)[C@]2(OCc3ccccc32)O1	11%	6%	10%	-11%	9%	12	4%	-19%	4%
Cc1n[nH]c(C)c1CCCCOc1ccccc1[N+](=O)[O-]	-15%	-4%	-3%	3%	?	-13	7%	-17%	.
Nc1nc(SCC(=O)N2CCN(c3ccc(F)cc3)CC2)n[nH]1	-1%	0%	-3%	-2%	18%	26	6%	1%	-17%
O=C(c1cc2ccccc2oc1=O)N(c1ccc(Cl)cc1)C1C=CS(=O)(=O)C1 (centres undefined)	10%	8%	7%	-1%	0%	0	-4%	-12%	-3%
Cc1cccc(NC(=S)N2CCN(Cc3ccccc3)CC2)c1C	2%	8%	?	11%	8%	13	-8%	16%	-14%
COCCNC(=O)c1ccccc1NC(=O)c1ccc(OC)c(OC)c1	1%	0%	16%	-1%	8%	2	-10%	4%	7%
CCCCC1CCC(C(=O)N2CCOCC2)CC1 (centres undefined)	16%	27%	3%	?	0%	30	0%	-17%	-26%
COc1ccc(OCC(O)CNC(=O)c2ccc(C)cc2)cc1 (centres undefined)	4%	15%	-5%	2%	4%	.	6%	-23%	-21%
Cc1ccc(-n2c(Cc3cccc4ccccc34)n[nH]c2=S)c(C)c1	1%	2%	?	8%	11%	24	13%	-8%	-12%
O=C(COC(=O)COc1ccc(Cl)cc1)NC1CCCC1	-2%	-4%	-6%	-7%	-9%	-7	6%	1%	.
O=C(/C=C/c1cc(Br)ccc1F)OCC(=O)N1CCCC1	1%	4%	-3%	-6%	6%	-23	3%	1%	-2%
Cc1ccc(C(=O)CCC(=O)NN2C(=O)NC3(CCCCC3)C2=O)cc1	-6%	3%	-15%	-109%[inhibitor]	-2%	-3	-11%	0%	14%
CCOc1ccc(CN2CCC(C(=O)N3CCN(c4ccccc4F)CC3)CC2)cc1OC	-13%	-2%	11%	1%	-4%	-12	9%	-20%	-13%
Cc1ccccc1OCCCC(=O)Nc1ccc2c(c1)OCO2	-5%	-8%	16%	-1%	?	-17	-12%	-12%	2%
CCOC(=O)c1c(C#N)cnn1-c1ccc(C)cc1	8%	-1%	0%	0%	5%	-14	-22%	0%	-10%
Cc1cc(C)cc(NC(=O)NNC(=O)c2cc3occc3[nH]2)c1	-1%	-20%	20%	?	0%	-10	-1%[57.1 µM]	2%	-8%
COc1ccc(-c2cnc(N)nc2-c2ccc(OC)cc2)cc1	-16%	-9%	?	?	-4%	0	-5%	0%	-2%
COc1ccccc1C1CC(c2cccc(NS(C)(=O)=O)c2)=NN1S(=O)(=O)c1ccccc1 (centres undefined)	-7%	1%	?	-2%	12%	-3	-5%	11%	-15%
CCOc1cc(CNCC(O)c2ccccc2)cc(Cl)c1OC (centres undefined)	-8%	1%	?	0%	-13%	0	-2%	-10%	-22%
O=C(CSc1nnc(Cc2ccsc2)o1)c1ccccc1	-1%	-4%	-4%	-40%[inhibitor]	11%	0	-18%	1%	32%
COc1ccc(-c2nnc3sc(-c4cccs4)nn23)cc1OC	9%	8%	?	-4%[9.22 µM]	18%	-52*	7%	-28%	2%
CCc1noc(C)c1C(=O)N1CCCC1	4%	3%	1%	-1%	-3%	-14	4%	-10%	3%
